NCI-60 one-dose screen, 48 h, at 10 µM unless noted. Numbers give growth in % (100 = growth as untreated, 0 = no growth, -100 = all killed).
SW-620: SW-620 colon cancer; 5.2% of 82,000 active; AID 1794795
SNB-19: SNB-19 CNS cancer cells. 2.5% of 81,000 active. AID 1794751
HCT-116: HCT-116 colon cancer. 7.3% of 82,000 active
KM12: KM12 colon cancer cells. 5% of 82,000 active
HCT-15: HCT-15 colon cancer | 5.2% of 82,000 active
SF-268: SF-268 CNS cancer cells; 3.1% of 82,000 active
HCC-2998: HCC-2998 colon cancer; 4.7% of 79,000 active
SNB-75: SNB-75 CNS cancer | 5% of 79,000 active
HT29: HT29 colon cancer; AID 1794748; 7.4% of 81,000 active
* hit, by the source's call; . = not tested or not shown; & = joins results of further samples; ! = repeats disagree; [ ] = remark or other dose. Rule for the calls: active = growth percent below 10; inactive = the rest.

Screens by letter – A = SW-620; B = SNB-19; C = HCT-116; D = KM12; E = HCT-15; F = SF-268; G = HCC-2998; H = SNB-75; I = HT29
canonical_smiles: O=c1[nH]cnc2nc[nH]c12
  A: 105	B: 107	C: 98	D: 196	E: 107	F: 147	G: 101	H: 91	I: 98
canonical_smiles: CCCCC(=O)Nc1c(C(=O)Nc2ccccc2)sc2nc3c(cc12)C(OC(=O)CCCC)CCC3 (stereo not drawn)
  A: 50	B: 97	C: 101	D: 100	E: 81	F: 86	G: 101	H: 89	I: 79
canonical_smiles: COc1cc2oc(-c3ccc(NC(=O)c4ccccc4)cc3)cc(=O)c2c(OC)c1OC
  A: 93	B: 75	C: 91	D: 91	E: 79	F: 77	G: 90	H: 81	I: 84
canonical_smiles: COc1cc2nc(SCC(=O)NC3CCCCC3)n(-c3ccc(S(=O)(=O)Nc4ccc(Cl)nn4)cc3)c(=O)c2cc1OC
  A: 104	B: 98	C: 98	D: 105	E: 102	F: 100	G: 104	H: 94	I: 112
canonical_smiles: Clc1ccc(Cc2nc3ccccc3s2)cc1
  A: 101	B: 121	C: 98	D: 93	E: 88	F: 88	G: 103	H: 84	I: 118
canonical_smiles: CC(C)(C)CC(N)=O
  A: 102	B: 101	C: 94	D: 109	E: 95	F: 105	G: 106	H: 96	I: 102
canonical_smiles: Cc1nnc2c3nncn3c3ccccc3n12
  A: 99	B: 105	C: 90	D: 108	E: 103	F: 108	G: 106	H: 89	I: 100
canonical_smiles: C=C1CC[C@@H]2[C@](C)(COC(C)=O)[C@H](OC(C)=O)CC[C@@]2(C)[C@@H]1C/C=C1/C(=O)OC[C@H]1OC(C)=O
  A: -22*	B: 83	C: -37*	D: 53	E: -23*	F: 87	G: 67	H: 45	I: -39*
canonical_smiles: Cc1cccc(OC(=O)c2ccccc2)c1
  A: 104	B: 109	C: 98	D: 107	E: 107	F: 101	G: 100	H: 87	I: 115
canonical_smiles: COc1ccc2c(c1)[nH]c1c(/C=C/c3ccccc3)nccc12
  A: 72	B: 77	C: 30	D: 71	E: 44	F: 85	G: 34	H: 36	I: 22
canonical_smiles: Cc1ccc(NC(=O)Nc2ccc(Nc3ncnc4sc5c(c34)CCN(C(=O)CCl)C5)cc2)cc1Cl
  A: 100	B: 86	C: 92	D: 97	E: 115	F: 88	G: 108	H: 68	I: 88
canonical_smiles: C#CCC1(c2ccco2)NS(=O)(=O)c2ccccc21 (stereo not drawn)
  A: 110	B: 106	C: 93	D: 100	E: 94	F: 107	G: 108	H: 87	I: 97
canonical_smiles: Cn1c(=O)c2[nH]c(CCc3ccncc3)nc2n(C)c1=O
  A: 108	B: 100	C: 110	D: 118	E: 110	F: 112	G: 105	H: 87	I: 108
canonical_smiles: O=C(/C=C/c1cccc(Br)c1)c1ccccc1
  A: 70	B: 96	C: 47	D: 71	E: 77	F: 89	G: 96	H: 88	I: 68
canonical_smiles: O=C1CCCC=CC[C@H]2C=C(Cl)C(=O)C2=CC[C@H](CCCCC(F)(F)F)OC(=O)CCCC=CC[C@H]2C=C(Cl)C(=O)C2=CC[C@H](CCCCC(F)(F)F)OC(=O)CCCC=CC[C@H]2C=C(Cl)C(=O)C2=CC[C@H](CCCCC(F)(F)F)O1
  A: 17[6.25 µM]	B: 65[6.25 µM]	C: 7.2*[6.25 µM]	D: 94[6.25 µM]	E: 69[6.25 µM]	F: 83[6.25 µM]	G: 98[6.25 µM]	H: 96[6.25 µM]	I: 42[6.25 µM]
canonical_smiles: O=C1OC(c2ccc(-c3ccccc3)cc2)=C/C1=C/c1cccc([N+](=O)[O-])c1
  A: 100	B: 96	C: 147	D: 102	E: 109	F: 102	G: 109	H: 89	I: 103
canonical_smiles: COc1ccc(-c2c(NC(=O)Nc3ccc(OC(F)(F)F)cc3)cnn2-c2ccc(S(N)(=O)=O)cc2)cc1
  A: 95	B: 77	C: 77	D: 91	E: 113	F: 80	G: 99	H: 71	I: 81
canonical_smiles: c1ccc(SC23CC4CC(CC(C4)C2)C3)nc1
  A: 111	B: 95	C: 111	D: 110	E: 99	F: .	G: 102	H: 100	I: 87
canonical_smiles: COc1cc(-c2nc(SC(C)C)nc(Nc3cccc(C)c3)c2C#N)cc(OC)c1OC
  A: 109	B: 103	C: 115	D: 110	E: 103	F: 107	G: 116	H: 109	I: 99
canonical_smiles: CC(C)CCSc1nc(-c2ccc(F)cc2)c(C#N)c(N(CCO)CCO)n1
  A: 97	B: 93	C: 100	D: 102	E: 90	F: 96	G: 110	H: 95	I: 90
canonical_smiles: Nc1[nH]c(=O)[nH]c(=O)c1N=O
  A: 102&107&99	B: 102	C: 115&110	D: 100&98&97	E: 100&114&109	F: 98&103&97	G: 104&99	H: 111&113&108	I: 108&116&110
canonical_smiles: CCOC(=O)c1c(O)cc(-c2ccccc2)cc1-c1sc(N(C)Cc2ccccc2)nc1Cl
  A: 97	B: 101	C: -86*	D: 104	E: 101	F: 96	G: 103	H: 90	I: 110
canonical_smiles: N=C(N)NCCC[C@H](NC(=O)[C@@H](CCCNC(=N)N)NC(=O)[C@H](CCCNC(=N)N)NC(=O)c1ccc(-c2ccc(NC(=O)CCNC(=O)[C@H](CCCNC(=N)N)NC(=O)[C@@H](CCCNC(=N)N)NC(=O)[C@H](CCCNC(=N)N)NC(=O)c3ccc(-c4ccc(NC(=O)CCNC(=O)[C@H](CCCNC(=N)N)NC(=O)[C@@H](CCCNC(=N)N)NC(=O)[C@H](CCCNC(=N)N)NC(=O)c5ccc(-c6ccc(NC(=O)CCN)cn6)nc5)cn4)nc3)cn2)nc1)C(=O)O
  A: 107	B: 103	C: 88	D: 98	E: 105	F: 74	G: 99	H: 88	I: 100
canonical_smiles: Nc1ncnc2c1cnn2CCO
  A: 94	B: 96	C: 103	D: 103	E: 102	F: 103	G: 107	H: 79	I: 107
canonical_smiles: CC(C)(CCC(=O)O)[N+](=O)[O-]
  A: 107	B: 112	C: 101	D: 116	E: 116	F: 106	G: 110	H: .	I: 112
canonical_smiles: CCN(CC)CC(C)Nc1ccc([N+](=O)[O-])c2sc3ccccc3c(=O)c12 (stereo not drawn)
  A: 19	B: .	C: 25	D: 29	E: 24	F: 27	G: 41	H: 36	I: 12
canonical_smiles: Cc1ccc(CNS(=O)(=O)/N=C2\NC(=O)NC2=C(Cl)Cl)cc1
  A: 32	B: 47	C: 9.2*	D: 24	E: 95	F: 62	G: .	H: -3.0*	I: 16
canonical_smiles: CCCCCCCCCCCC(=O)OC(C)C(=O)Nc1ccccc1 (stereo not drawn)
  A: 95	B: 95	C: 97	D: 102	E: 97	F: 102	G: 103	H: 72	I: 100
canonical_smiles: ClCCCOCc1ccccc1
  A: 89	B: 104	C: 107	D: 104	E: 106	F: 101	G: 116	H: 96	I: 130
canonical_smiles: CN(c1cccnc1)c1ncnc2[nH]ncc12
  A: 96	B: 96	C: 103	D: 94	E: 103	F: 102	G: 87	H: 90	I: 107
canonical_smiles: COC(=O)CCN(C(=O)OC)c1ccccc1
  A: .	B: 102	C: 102	D: 104	E: 108	F: 96	G: 108	H: 102	I: 112
canonical_smiles: CCSc1nnc(-c2cnn3c2NC(c2ccccc2)C3)n1-c1ccccc1 (stereo not drawn)
  A: 108	B: 104	C: 87	D: 102	E: 100	F: 96	G: 93	H: 83	I: 77
canonical_smiles: CCOC(=O)CO/N=C(C)/C=C/c1ccc(Br)cc1
  A: 97	B: 102	C: 81	D: 76	E: 68	F: 101	G: 97	H: 101	I: 92
canonical_smiles: Cc1ccc(F)c(C(=O)c2ccccc2C(=O)O)c1
  A: 105	B: 101	C: 102	D: 105	E: 98	F: 99	G: .	H: 97	I: 105
canonical_smiles: CCCCCCCOc1ccc(C(=O)CCN2CCOCC2)cc1
  A: 100	B: 89	C: 96	D: 102	E: 95	F: 104	G: 103	H: 93	I: 101
canonical_smiles: COc1cc(-c2ncn(/C=C\C(=O)OC(C)C)n2)cc(C(F)(F)F)c1
  A: 0.3*	B: 12	C: 2.9*	D: 0.1*	E: 4.0*	F: -1.1*	G: -40*	H: -29*	I: -14*
canonical_smiles: CN1CCN(Cc2ccc(NC(=O)c3cncc(C#Cc4cnc5ccc(N[C@@H]6CCOC6)nn45)c3)cc2C(F)(F)F)CC1
  A: -42*	B: -100*	C: -64*	D: -91*	E: -86*	F: -81*	G: -100*	H: -96*	I: -44*
canonical_smiles: COc1cc(CNC(=O)C[C@H](C)CCC=C(C)C)ccc1OCc1cn(-c2cccc(C(F)(F)F)c2)nn1
  A: 39	B: 97	C: 12	D: 85	E: 57	F: 84	G: 111	H: 65	I: 97
canonical_smiles: COC(=O)c1sc(-c2ccc(F)cc2)cc1O
  A: 99	B: 96	C: 103	D: 91	E: 91	F: 94	G: 101	H: 95	I: 104
canonical_smiles: CCCCCc1nnc(NC(=O)/C=C/c2cccc(F)c2)s1
  A: 106	B: 89	C: 116	D: 182	E: 98	F: 198	G: 114	H: 100	I: 106
canonical_smiles: CCNC(=O)OCCCl
  A: 102	B: 102	C: 106	D: 113	E: 103	F: 116	G: 107	H: 85	I: 109
canonical_smiles: COc1cccc(-c2nc3occn3c2-c2ccnc(NCCCNS(=O)(=O)c3ccc(Br)cc3)n2)c1
  A: 114	B: 103	C: 66	D: 72	E: 61	F: 73	G: 123	H: 120	I: 42
canonical_smiles: O=C(N/N=C/C=C/c1ccccc1)c1ccncc1
  A: 107	B: 101	C: 96	D: 107	E: 97	F: 103	G: 105	H: 96	I: 87
canonical_smiles: O=C1C=C(C(O)c2ccc(O)cc2)C(=O)c2ccccc21 (stereo not drawn)
  A: 97	B: 110	C: 96	D: 107	E: 95	F: 108	G: 97	H: 102	I: 115
canonical_smiles: Cc1nn(-c2ccc(Br)cc2)c2nc3c(nc12)C(=O)CC(C)(C)C3
  A: 92	B: 89	C: 83	D: 85	E: 80	F: 93	G: 94	H: 80	I: 83

Complete entries, quoted from the list.
Cc1ccc(F)c(C(=O)c2ccccc2C(=O)O)c1 is entered as SW-620: 105; SNB-19: 101; HCT-116: 102; KM12: 105; HCT-15: 98; SF-268: 99; HCC-2998: .; SNB-75: 97; HT29: 105
COC(=O)CCN(C(=O)OC)c1ccccc1 is entered as SW-620: .; SNB-19: 102; HCT-116: 102; KM12: 104; HCT-15: 108; SF-268: 96; HCC-2998: 108; SNB-75: 102; HT29: 112
CCCCCc1nnc(NC(=O)/C=C/c2cccc(F)c2)s1 is entered as SW-620: 106; SNB-19: 89; HCT-116: 116; KM12: 182; HCT-15: 98; SF-268: 198; HCC-2998: 114; SNB-75: 100; HT29: 106

More records follow.
Screens by letter – A = SW-620; B = SNB-19; C = HCT-116; D = KM12; E = HCT-15; F = SF-268; G = HCC-2998; H = SNB-75; I = HT29
canonical_smiles: Cc1cccc(C)c1[C@H]1C[C@@](C)(O)[C@H]2CC[C@H](C)C[C@H]2O1
  A: 110	B: 106	C: 100	D: 100	E: 103	F: 100	G: 108	H: 98	I: 103
canonical_smiles: O=C(NC(Cc1cn(Cc2ccccc2)cn1)C(=O)O)OCC1c2ccccc2-c2ccccc21 (stereo not drawn)
  A: 104	B: 109	C: 91	D: 101	E: 104	F: 107	G: 113	H: 92	I: 98
canonical_smiles: COc1cc(CCNc2cnc3cc(N)cc(N)c3n2)cc(OC)c1
  A: 111	B: 111	C: 103	D: 106	E: 104	F: 109	G: 139	H: 99	I: 100
canonical_smiles: CC(=O)OC(C1CC1C(=O)C1CO1)[C@H](Cc1ccccc1)NC(=O)OCc1ccccc1 (stereo partly drawn)
  A: 101	B: 99	C: 81	D: 103	E: 98	F: 95	G: 98	H: 97	I: 116
canonical_smiles: CC1=C(/C=C/C(C)=C/C=C/C(C)=C/C=N/NC(=S)NC(=S)N/N=C/C=C(C)/C=C/C=C(C)/C=C/C2=C(C)CCCC2(C)C)C(C)(C)CCC1
  A: -83*	B: 16&36	C: -84*	D: -51*	E: -6.7*!	F: -13*!	G: 12&57	H: -40*	I: -29*
canonical_smiles: Cc1ccc(CSC(=S)NNc2ccccc2)cc1C
  A: 103	B: 99	C: 100	D: 97	E: 97	F: 107	G: 105	H: 82	I: 108
canonical_smiles: C=CC(CCl)OC(=O)Nc1cccc(Cl)c1 (stereo not drawn)
  A: 104	B: 107	C: 97	D: 100	E: 97	F: 95	G: 115	H: 83	I: 100
canonical_smiles: Cn1c(SCC(=O)c2ccc(Cl)cc2Cl)nc2ccccc2c1=O
  A: 97	B: 97	C: 86	D: 90	E: 87	F: 96	G: .	H: 89	I: 89
canonical_smiles: CN(C)C(=O)Nc1nc2cc(Cl)c(Cl)cc2[nH]1
  A: 30	B: 27	C: 1.1*	D: 2.0*	E: 26	F: 37	G: 14	H: 15	I: 5.6*
canonical_smiles: Oc1ccc2ccccc2c1CNc1ccc(Br)cc1
  A: 65	B: 86	C: 60	D: 54	E: 56	F: 70	G: 96	H: 77	I: 62
canonical_smiles: O=C(O)C(c1ccccc1)C(O)c1ccccc1 (stereo not drawn)
  A: 106	B: 103	C: 105	D: 108	E: 102	F: 105	G: 98	H: 97	I: 97
canonical_smiles: COc1cc(-c2nc(SCCNS(=O)(=O)c3ccc(C)cc3)[nH]c(=O)c2C#N)cc(OC)c1OC
  A: 94	B: 97	C: 102	D: 100	E: 94	F: 96	G: 100	H: 87	I: 110

High-throughput results deposited in PubChem BioAssay by NCI.
